Screens deposited in PubChem BioAssay by Sanford-Burnham Center for Chemical Genomics.
APJ antagonist: APJ receptor antagonism; P35414; CHO-K1 APJ beta-arrestin complementation, luminescence; inhibition, % at 20 µM; hit rate 0.32% among 330,000; AID 2521;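 active = inhibition above about 40% at 20 µM, limit read from the data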;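 note: cells challenged with 10 nM apelin-13 agonist together with compound; plate controls were apelin-13 plus DMSO wells for no effect and DMSO wells lacking apelin-13 for full effect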
TIM10 inh: inhibits growth of TIM10 yeast strain | inhibition, % at 10 µM | S. cerevisiae TIM10 strain growth, BacTiter-Glo luminescence, 24 h | hit rate 1.4% among 330,000 | AID 463195;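 active = inhibition of 40% or more at the single tested concentration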;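 note: wild-type TIM10 isogenic control strain grown at permissive 25 °C; 0% = DMSO yeast wells and 100% = minimal medium wells without yeast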
tim10-1 inh: tim10-1 yeast growth inhibition | S. cerevisiae tim10-1 ts strain growth, BacTiter-Glo, 24 h | inhibition, % at 20 µM | AID 463190 | hit rate 2.2% among 330,000;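 active = inhibition of at least 40%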;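 note: mutant grown at 25 °C; 0% = DMSO wells with yeast and 100% = wells holding no yeast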
APJ agonist: activates the human apelin receptor APJ; P35414; CHO-K1 APJ PathHunter beta-arrestin, luminescence; 0% DMSO wells, 100% apelin; activation, % at 20 µM; hit rate 0.11% among 330,000; AID 2520;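 active = activation more than six SD over the plate average, tested at 20 µM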;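 note: 0% = DMSO alone and 100% = apelin-13 at 10 nM; some results filed as inactive read as strong as hits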
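Assay system: engineered CHO-K1 APJ arrestin reporter cells; Amount: 1000 CHO-K1 reporter cells seeded per well; Dosing: one dose, 20 µM compound, 1% DMSO; Times: compound stimulation 90 min at 25 °C, detection 60 min; Measured by: luminescent beta-gal fragment complementation, chemiluminescent substrate; Read-out: APJ–arrestin association signal; Controls: DMSO vs Apelin-13 10 nM.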
Mdm2 MdmX PPI: disrupts the human Mdm2-MdmX interaction; SaOS-2 split-luciferase Mdm2/MdmX complementation, luminescence; inhibition, % at 8 µM; AID 485346; hit rate 3% among 330,000; O15151+Q00987;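 active = inhibition of at least 50% at 8 µM in the primary screen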
Target sequence (O15151 whole entry, looked up): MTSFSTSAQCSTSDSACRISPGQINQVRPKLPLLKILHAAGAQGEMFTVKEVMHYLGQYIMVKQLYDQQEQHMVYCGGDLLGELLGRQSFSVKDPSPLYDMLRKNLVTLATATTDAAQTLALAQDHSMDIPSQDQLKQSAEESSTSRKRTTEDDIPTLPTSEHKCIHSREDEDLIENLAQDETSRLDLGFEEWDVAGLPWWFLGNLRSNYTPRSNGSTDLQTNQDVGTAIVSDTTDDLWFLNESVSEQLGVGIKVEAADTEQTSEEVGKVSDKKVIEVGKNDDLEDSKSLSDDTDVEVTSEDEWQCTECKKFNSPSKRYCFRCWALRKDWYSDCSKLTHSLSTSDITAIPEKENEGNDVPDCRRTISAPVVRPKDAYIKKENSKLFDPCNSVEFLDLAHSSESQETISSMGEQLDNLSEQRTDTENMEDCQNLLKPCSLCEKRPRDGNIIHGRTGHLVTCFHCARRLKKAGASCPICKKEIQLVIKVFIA
Target sequence (Q00987 whole entry, looked up): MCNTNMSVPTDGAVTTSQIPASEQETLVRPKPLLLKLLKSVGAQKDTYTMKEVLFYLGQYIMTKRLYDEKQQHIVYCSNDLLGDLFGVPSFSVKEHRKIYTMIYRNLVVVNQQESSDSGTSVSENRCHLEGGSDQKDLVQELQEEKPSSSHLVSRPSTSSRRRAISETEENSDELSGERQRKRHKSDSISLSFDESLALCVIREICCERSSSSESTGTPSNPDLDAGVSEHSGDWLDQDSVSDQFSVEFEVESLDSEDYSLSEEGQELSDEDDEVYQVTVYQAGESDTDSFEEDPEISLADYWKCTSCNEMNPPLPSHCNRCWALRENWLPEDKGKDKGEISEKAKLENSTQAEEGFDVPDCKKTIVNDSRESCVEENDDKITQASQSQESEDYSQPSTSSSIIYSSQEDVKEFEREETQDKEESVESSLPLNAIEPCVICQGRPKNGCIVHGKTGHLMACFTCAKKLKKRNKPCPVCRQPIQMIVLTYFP
XBP1 UPR activ: activators of adaptive arm of unfolded protein response (XBP1). AID 463104. hit rate 0.33% among 330,000. activation, % at 20 µM. CHO-XBP1 luciferase reporter, IRE1-XBP1 UPR activation, luminescence; percent of tunicamycin response, DMSO as zero;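 active = versus positive control, 20 µM dose yields 30% or more activation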;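 note: 100% = tunicamycin at 10 µg/mL and 0% = DMSO only wells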
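Assay system: CHO-XBP1 luciferase reporter cells; Schedule: 6 h treatment, 37 °C; Detection: glow luminescence from Steady-Glo reagent; Benchmarks: high control tunicamycin 10 µg/mL final, low control DMSO vehicle only.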
CHOP UPR activ: activators of apoptotic arm of unfolded protein response (CHOP). CHO-CHOP luciferase reporter, UPR activation, luminescence; percent of tunicamycin response over DMSO baseline. activation, % at 10 µM. hit rate 0.34% among 330,000;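 active = at 10 µM dose, activation of 40% or more, normalized to positive control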;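 note: 100% = tunicamycin at 10 µg/mL and 0% = DMSO alone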
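System: CHO-CHOP luciferase reporter cell line; amount: 500 cells/well; buffer or medium: F12 medium containing 10% fetal bovine serum; incubation: 6 h compound exposure at 37 °C after overnight seeding; measured by: luciferase luminescence after 10 min with Steady-Glo reagent; evaluation: % reporter activation, DMSO baseline versus tunicamycin full activation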
tim23-1 inh: growth inhibitors of tim23-1 mutant yeast | S. cerevisiae tim23-1 growth, BacTiter-Glo luminescence, 24 h | hit rate 1.3% among 330,000 | inhibition, % at 20 µM;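 active = growth inhibition of the mutant yeast at or above 50%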;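 note: temperature-sensitive mutant grown at 25 °C; plate controls were DMSO-treated mutant yeast for no effect and medium wells lacking yeast for full effect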
CXCR6 block: CXCR6 (human) receptor inhibition. O00574. CHO-K1 PathHunter CXCR6 beta-arrestin, luminescence. inhibition, % at 20 µM. hit rate 0.36% among 360,000; in the data active = inhibition above about 34%, passing the limit was not always enough;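 note: antagonist mode with CXCL16 agonist at 10 nM final; 0% = 10 nM CXCL16 with DMSO and 100% = unstimulated wells without agonist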
An asterisk follows results filed as active. This is a subset, so the mix of outcomes need not match the whole.

SMILES	APJ antagonist	TIM10 inh	tim10-1 inh	APJ agonist	Mdm2 MdmX PPI	XBP1 UPR activ	CHOP UPR activ	tim23-1 inh	CXCR6 block
O=C(NCCSc1c[nH]c2ccccc12)C1CC1	3	-2	-3	-6	15	0	1.6	-4	2
CCCCNC(=O)c1cn(CC)c2ccc(S(=O)(=O)N3CCCCCC3)cc2c1=O	-17	-3	24	-6	2	-4	0.0	14	14
CCN(CC)S(=O)(=O)c1cccc(NC(=O)COC(=O)c2cncc(Br)c2)c1	-5	4	-1	4	8	-2	-1.3	5	-10
Cc1nc2ccccn2c1C(=O)NNC(=O)Nc1cccc(C(F)(F)F)c1	7	0	11	-3	15	-7	1.2	9	-5
CCOC(=O)N1CCC(NC(=O)c2cc(C(=O)NC3CCN(Cc4ccccc4)CC3)ccc2CO)CC1	-8	5	0	-3	-11	0	-3.1	30	-9
CN(C)CCNc1ccc(-c2n[nH]c(=O)c3ccccc23)cc1[N+](=O)[O-]	-9	-2	1	-2	21	-3	1.7	-9	11
Cc1ccc(S(=O)(=O)N2CCOCC2)cc1C(=O)N1CC(C)OC(C)C1 (stereo not given)	-41	1	-22	-3	35	0	-0.5	-23	-6
O=c1[nH]c(Cc2cccs2)nc2ccccc12	0	-3	12	-6	-34	1	0.0	15	4
COC(=O)C(C(=O)Nc1cccc(Cl)c1C)C1CCCC1 (stereo not given)	7	9	20	-3	-36	1	0.9	12	-1
Cc1cccc(OCC(=O)Nc2cc(S(=O)(=O)N3CCCCC3)ccc2N2CCN(C)CC2)c1	7	13	10	-2	26	-4	-0.1	2	11
Cc1ccc(C)c(OCC(O)CN2CCC(C)CC2)c1C (stereo not given)	12	9	0	-5	-19	-6	-1.0	11	-1
C[C@H](NC(=O)c1cc2cc(Cl)ccc2n1C)C(=O)N1CCC[C@H]1C(=O)O	-13	0	1	-2	10	-1	-1.7	5	6
Cc1ccccc1N1CCN(C(=O)c2ccccc2NC(=O)/C=C\C(=O)O)CC1	-9	-5	-10	1	5	-3	1.0	9	5
Cc1nnc(NC(=O)CSc2nc(C3CCCCC3)nc3ccccc23)s1	5	-13	-15	-4	16	1	-2.3	-1	7
CCCCNC1=C(Br)C(=O)CC(C)(C)C1	-26	-1	-3	-2	10	0	0.0	-4	9
CC1=C(C)CC(C(=O)Nc2nc(-c3ccc(F)cc3)c(C)s2)C(C(=O)O)C1 (stereo not given)	4	-9	-1	-3	13	-1	-2.2	7	-8
O=C(COc1ccccc1)N1CCN(c2ncnc3c2cnn3-c2ccccc2)CC1	-9	-11	2	3	19	-5	-4.5	8	-4
CC(NC(=O)c1nn(C)c(=O)c2ccccc12)c1ccc(F)cc1 (stereo not given)	17	-2	16	-1	16	-2	-1.0	15	-8
O=C(c1cccc2ccccc12)N1CCN(c2ccc([N+](=O)[O-])c(N3CCOCC3)c2)CC1	12	14	11	-2	33	-1	1.6	26	-2
CC(=O)c1cc(Cl)ccc1OCc1cccc(S(=O)(=O)N2CCOCC2)c1	-9	25	32	16	3	-1	2.2	34	-13

Ordered by the number under APJ antagonist (highest first): 3 of the compounds above.
molecule | APJ antagonist | TIM10 inh | Mdm2 MdmX PPI | XBP1 UPR activ | CXCR6 block
CC(NC(=O)c1nn(C)c(=O)c2ccccc12)c1ccc(F)cc1 (stereo not given) | 17 | -2 | 16 | -2 | -8
O=C(NCCSc1c[nH]c2ccccc12)C1CC1 | 3 | -2 | 15 | 0 | 2
CC(=O)c1cc(Cl)ccc1OCc1cccc(S(=O)(=O)N2CCOCC2)c1 | -9 | 25 | 3 | -1 | -13

Returning to the listing, repeating the 4 entries before the break.
SMILES	APJ antagonist	TIM10 inh	tim10-1 inh	APJ agonist	Mdm2 MdmX PPI	XBP1 UPR activ	CHOP UPR activ	tim23-1 inh	CXCR6 block
O=C(COc1ccccc1)N1CCN(c2ncnc3c2cnn3-c2ccccc2)CC1	-9	-11	2	3	19	-5	-4.5	8	-4
CC(NC(=O)c1nn(C)c(=O)c2ccccc12)c1ccc(F)cc1 (stereo not given)	17	-2	16	-1	16	-2	-1.0	15	-8
O=C(c1cccc2ccccc12)N1CCN(c2ccc([N+](=O)[O-])c(N3CCOCC3)c2)CC1	12	14	11	-2	33	-1	1.6	26	-2
CC(=O)c1cc(Cl)ccc1OCc1cccc(S(=O)(=O)N2CCOCC2)c1	-9	25	32	16	3	-1	2.2	34	-13
NC(=O)[C@@H]1CCCN1Cc1nc(-c2ccc(C(F)(F)F)cc2)no1	0	6	12	-2	-13	0	-2.9	7	-4
O=C(O)c1ccc(S(=O)(=O)c2ccc3c(c2)C(=O)N(NC(=O)c2ccncc2)C3=O)cc1	-24	-14	-13	-3	3	0	0.6	-6	-4
O=C(Nc1cc(S(=O)(=O)Nc2ccccc2Cl)ccc1O)c1sc2cc(Cl)ccc2c1Cl	13	-2	7	-2	47	-3	-0.3	-16	26
COc1ccc(-c2nnn(CC(=O)N(CC(=O)NC3CCCC3)Cc3ccco3)n2)cc1OC	17	-4	11	-1	3	-2	3.1	14	4
COc1ccc(CCn2c(O)c(C3=c4ccccc4=NC3=O)sc2=S)cc1OC	-34	3	-6	10	5	-5	0.4	-3	-17
CCC(=O)N1CCCc2cc(S(=O)(=O)N3CCN(c4ccccc4F)CC3)ccc21	5	11	33	-3	42	-2	-0.6	35	-1
Cc1cc(C(=O)Nc2sc3c(c2C#N)CCC(C(C)(C)C)C3)no1 (stereo not given)	3	6	3	-5	23	1	-0.3	12	-8
N#CC1=C2SCC(O)(c3ccccc3)N2C(=O)CC1c1ccccc1F (stereo not given)	-7	29	22	8	87*	-2	0.0	23	-3
COc1ccc(N2CCN(Cc3nc4ccccc4n3C)CC2)cc1	7	9	14	-3	-5	0	0.2	11	-3
O=C(COn1nnc2ccc(Cl)cc21)NCc1ccccc1	-7	13	-7	3	7	-3	0.5	20	-2
COc1cc(O)c(CCC(=O)c2cc(OC)c(OC)c(OC)c2)c(OC)c1	1	0	3	0	-15	3	0.3	36	-15
Cc1cccc(NC(=O)c2ccc(S(=O)(=O)N(C)CC3CCCO3)cc2)c1C (stereo not given)	14	-14	26	-4	18	-5	-1.2	22	-5
Cc1ccc(NC(=O)c2cc([N+](=O)[O-])ccc2N2CCOCC2)cc1C	12	7	15	-5	18	-2	1.3	40	5
Cc1ccc(S(=O)(=O)NCC(=O)OCC(=O)Nc2cccc(S(=O)(=O)NC3=NCCCCC3)c2)cc1C	14	7	-5	-3	1	-1	0.4	14	-3
CC(C)(C)/C(O)=C/c1nc2ccccc2[nH]c1=O	-4	1	-26	-1	3	3	0.5	12	-4
CCCCNC(=O)CNC(=S)N(Cc1ccc(C)cc1)Cc1ccco1	-2	25	25	0	18	-2	-1.6	30	8
C=CCn1c(CNC(=O)c2ccco2)nnc1SCC(=O)Nc1cccc(Br)c1	27	-19	9	-4	14	-2	0.5	-12	0
CC(NC(=O)c1cc(Br)ccc1Cl)c1ccccc1 (stereo not given)	9	-4	3	-1	-5	-4	-1.5	7	2
O=C(CCNC(=O)c1ccc([N+](=O)[O-])cc1)NCc1ccccc1	-10	-4	2	10	0	-1	0.3	11	-6
CC(=O)Nc1ccc(S(=O)(=O)Nc2cccc(-c3csc(C)n3)c2)cc1	-20	10	-13	-3	34	-5	-3.2	10	0
CN(CCc1nc2ccc(Cl)cc2[nH]1)Cc1nc(CC2CC2)no1	-1	-9	-2	-2	1	-1	3.1	9	5
C=CCn1c(SCC(=O)Nc2ccc(Cl)cn2)nnc1C1CC1	19	2	8	-6	-6	-2	1.8	-7	-6
Cc1cccc(NC(=O)C2CCCN2C(=O)Oc2ccccc2)c1C (stereo not given)	6	4	10	0	21	-7	-1.5	13	0
CCC(C)N(CCNC(=O)c1ccc2c(c1)NC(=O)c1ccccc1S2)C1CCCCC1 (stereo not given)	-42	17	22	0	67*	-1	2.6	14	-2
O=C(COc1ccccc1/C=C1/NC(=O)NC1=O)Nc1ccccc1	-3	0	13	-4	-3	-1	2.3	4	4
N#C/C(=N\Nc1ccc(Cl)cc1)C(=O)c1ccsc1	2	13	5	-7	69*	0	1.9	20	5
COc1ccc(N2C(=S)N=C(Nc3ccccc3)C23CCCCC3)cc1	-19	22	23	-2	9	7	-1.2	13	-6
CCCn1nnnc1SCC(=O)NCc1cccs1	2	-21	8	3	33	-2	3.8	5	-4
COc1ccc(S(=O)(=O)N2CCCCC2)cc1NC(=O)CN(Cc1ccco1)Cc1ccco1	-21	-10	13	-4	47	1	2.8	18	2
CCOC(=O)c1oc2ccccc2c1NC(=O)c1ccc2c(c1)OCO2	7	17	11	0	5	0	0.6	15	11
COc1cc2c(cc1Cl)C(=O)C(F)(c1ccccc1)C(=O)N2 (stereo not given)	-8	15	24	0	15	-2	-0.5	23	-3
CC(=O)Nc1ccc(S(=O)(=O)NCCN2CCNC2=O)cc1Cl	-82	6	20	16	18	-4	0.1	22	5
CSc1ccc(CCNC(=O)c2ccc(CS(=O)Cc3ccc(Cl)cc3)o2)cc1 (stereo not given)	5	-9	2	5	22	-11	-1.7	2	-16
Cc1ccc(C(=O)NNC(=O)CCCCC(=O)NNC(=O)c2ccc(C)cc2)cc1	11	3	7	-2	-4	3	0.2	5	1
COc1cccc(CNC(=O)C2CCN(S(=O)(=O)c3ccc4c(c3)NC(=O)CO4)CC2)c1	2	6	7	5	13	-3	1.2	5	-2
CC(C)N(C(=O)CSc1nnnn1-c1ccc2c(c1)OCO2)C(C)C	-3	-5	31	-6	5	-4	-1.5	20	0
COc1cccc(Nc2nc(NCCO)nc(N3CCCC3)n2)c1	13	4	1	-3	22	4	0.7	3	5

Some values from the list:
CXCR6 block result of CCC(C)N(CCNC(=O)c1ccc2c(c1)NC(=O)c1ccccc1S2)C1CCCCC1 (stereo not given) reads -2
CXCR6 block result of COc1cccc(Nc2nc(NCCO)nc(N3CCCC3)n2)c1 reads 5

Reformatted comma-delimited: entries from further up
structure,APJ antagonist,TIM10 inh,tim10-1 inh,APJ agonist,Mdm2 MdmX PPI,XBP1 UPR activ,CHOP UPR activ,tim23-1 inh,CXCR6 block
COc1cccc(CNC(=O)C2CCN(S(=O)(=O)c3ccc4c(c3)NC(=O)CO4)CC2)c1,2,6,7,5,13,-3,1.2,5,-2
CC(C)N(C(=O)CSc1nnnn1-c1ccc2c(c1)OCO2)C(C)C,-3,-5,31,-6,5,-4,-1.5,20,0
